# CaV13 FRET inh – Primary screen for inhibitors of IQ motif and Ca2+-dependent inactivation inhibitor domain binding in CACNA1D, Förster resonance energy transfer in living cells, …; HEK cells, CFP/YFP FRET ICDI-IQ, plate reader, 10 min; percent FRET-ratio fall versus neutral wells; inhibition, % at 12.3 µM; actives 0.098% (n = 340,000);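 active = mean replicate inhibition of at least 30% and at least 1% of replicates passing that level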;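 note: 0% = median of the neutral control wells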
# MC4R antag cAMP – blocks human MC4R cAMP signaling | MC4R-expressing cells, MTII-stimulated cAMP, LANCE TR-FRET | inhibition, % at 6.5 µM | actives 0.48% (n = 360,000);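 active = inhibition above its plate's cutoff, the mean of tested wells on that plate plus 3 SD, cut at about 29% in these data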;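 note: 0% = Melanotan II alone and 100% = Melanotan II plus saturating MCL0020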
# Target sequence (P32245 whole entry, looked up): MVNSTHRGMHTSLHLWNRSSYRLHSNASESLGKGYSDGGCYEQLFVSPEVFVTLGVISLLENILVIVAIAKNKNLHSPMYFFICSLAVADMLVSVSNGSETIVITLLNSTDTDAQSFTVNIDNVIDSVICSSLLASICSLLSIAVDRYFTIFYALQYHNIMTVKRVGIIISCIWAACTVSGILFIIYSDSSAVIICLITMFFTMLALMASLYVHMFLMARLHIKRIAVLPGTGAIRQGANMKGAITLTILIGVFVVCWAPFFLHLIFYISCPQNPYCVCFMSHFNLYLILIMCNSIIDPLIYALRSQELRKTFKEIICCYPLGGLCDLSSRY
#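 Test system: U2OS cells stably expressing human melanocortin 4 receptor (MC4R); also added: Melanotan II challenge; compound: 6.5 µM single dose; timing: 30-min compound preincubation, 1-h Melanotan II challenge, 1-h detection, room temperature; signal: Eu-cAMP/anti-cAMP TR-FRET, emission 671 nm; repeats: one well per compound, no replicates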
# PDI inh – inhibitors of human protein disulfide isomerase | actives 0.052% (n = 350,000) | inhibition, % at 10 µM | AID 588391 | P07237 | PDI insulin aggregation turbidity, A650, 90 min;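 active = mean inhibition across replicates of 30% or more, whatever share of single replicates reach that level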;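 note: absorbance from insulin aggregation driven by PDI reduction with DTT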
# H9c2 protect – modulators protecting cardiomyocytes from myocardial damage. protection from H2O2 cell death, % at 20 µM. AID 588492. actives 0.63% (n = 360,000). H9c2 cardiomyocytes, H2O2 injury protection, ATPLite, 2 h;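 active = compounds giving at least 50% protection of heart cells from peroxide-induced death in the single-dose screen, raw or plate-pattern-corrected value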;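 note: 0% = DMSO wells with peroxide and 100% = DMSO wells without peroxide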
# m5-HT2A agonist – agonists of mouse serotonin 5-HT2A receptor (HTR2A) | activation, % at 7.6 µM | CHO-K1 mHTR2A beta-arrestin complementation, luminescence; percent of 30 µM serotonin response | actives 0.66% (n = 360,000) | P35363;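 active = activation above a run cutoff, the mean activation of all tested compounds plus 3 SD, cut at about 14% in these data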;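 note: 0% = plate median of compound wells and 100% = 30 µM serotonin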
# Target sequence (P35363 whole entry, looked up): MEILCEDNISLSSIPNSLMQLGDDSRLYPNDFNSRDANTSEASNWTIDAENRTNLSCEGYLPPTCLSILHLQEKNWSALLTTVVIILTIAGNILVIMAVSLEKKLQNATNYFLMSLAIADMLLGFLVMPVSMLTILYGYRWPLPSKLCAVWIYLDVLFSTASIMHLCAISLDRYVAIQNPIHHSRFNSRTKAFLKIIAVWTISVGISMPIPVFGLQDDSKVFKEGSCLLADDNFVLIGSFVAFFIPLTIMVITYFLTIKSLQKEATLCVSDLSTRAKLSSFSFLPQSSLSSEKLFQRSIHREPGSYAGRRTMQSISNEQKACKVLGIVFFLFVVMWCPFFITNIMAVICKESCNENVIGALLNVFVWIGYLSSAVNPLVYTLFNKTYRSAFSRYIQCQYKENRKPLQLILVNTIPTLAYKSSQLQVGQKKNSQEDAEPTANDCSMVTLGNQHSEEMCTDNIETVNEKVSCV
# MC4R ag barr – human MC4R agonism via beta-arrestin | P32245 | U2OS MC4R beta-arrestin complementation, luminescence; percent of melanotan II response, DMSO zero | activation, % at 8.9 µM | actives 0.98% (n = 360,000) | AID 540308;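 active = activation above a per-plate cutoff, the mean activation of sample wells on that plate plus 3 SD, cut at about 8% in these data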
# N-glyco inh – blocks N-linked glycosylation in D54 reporter cells; D54 ERlucT glycosylation luciferase reporter, 24 h; percent of 100 nM tunicamycin response; reporter increase, % at 12.5 µM; actives 0.23% (n = 360,000);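 active = mean luciferase reporter signal, scaled so untreated is 0 and the glycosylation-blocking control 100, at or above a set limit in every replicate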;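 note: luciferase carries N-glycosylation sites so blocking glycosylation raises the light; 0% = median of neutral control wells and 100% = median of 100 nM tunicamycin wells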
# ABCB6 inh 2 – blocks the human ABCB6 transporter | Q9NP58 | K562-ABCB6 porphyrin accumulation, flow cytometry, 1 h; active compounds read low | fluorescence ratio to DMSO, % at 10 µM | actives 0.19% (n = 360,000) | AID 602162;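 active = fluorescence ratio to DMSO below 75%, the collection mean minus 3 SD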;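 note: signal is porphyrin accumulated inside mitochondria; 100% equals median channel fluorescence of DMSO control wells; lower ratio means ABCB6 inhibition with less porphyrin fluorescence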
# Granule exo inh – lytic granule exocytosis inhibition. TALL-104 LAMP-1 surface exposure, flow cytometry; cells stimulated with thapsigargin and PMA. inhibition, % at 10 µM. actives 0.66% (n = 360,000);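 active = inhibition above about 55%, limit read from the data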
# ABHD5 PLIN5 PPI – blocks binding of human ABHD5 to perilipin-5; Q00G26+Q8WTS1; actives 0.78% (n = 360,000); AID 602281; inhibition, % at 4 µM; Split G. princeps luciferase complementation, luminescence, 4 h;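 active = inhibition above the mean inhibition across every tested compound plus 3 SD, cut at about 22% in these data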;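 note: 0% = DMSO only wells and the 100% control is not disclosed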
# * = called active by the depositor; / = no result given.
SMILES,CaV13 FRET inh,MC4R antag cAMP,PDI inh,H9c2 protect,m5-HT2A agonist,MC4R ag barr,N-glyco inh,ABCB6 inh 2,Granule exo inh,ABHD5 PLIN5 PPI
c1ccc(-c2onc(-c3ccco3)c2-c2ccc3[nH]ccc3c2)cc1,-9,14,8,-6,4,0.1,-1,96,15,1
O=C(NN=Cc1ccc2c(c1)CCC2)c1cccc([N+](=O)[O-])c1,-7,1,4,-6,3,22*,6,101,7,1
COc1ccccc1C1C(C(=O)c2cc3ccccc3o2)=C(O)C(=O)N1CCN1CCOCC1 (configuration not stated),-4,14,3,2,7,-1.6,1,100,0,11
COc1ccc(C(=NNc2ccccc2C(=O)O)c2ccc(OC)cc2)cc1,-16,0,-3,-6,2,-2.2,-2,98,-1,-5
CC(C)COc1ccc(CNC(=S)N/N=C/c2ccc([N+](=O)[O-])cc2)cc1,-5,6,-2,-9,3,1.0,0,101,-2,-9
O=c1c2cc(N3CCOCC3)ccc2[nH]c(=S)n1CCCN1CCCC1,-6,-1,0,5,1,2.2,-5,98,-1,-8
COc1cc(O)cc2occ(-c3ccc(O)cc3)c(=O)c12,/,10,/,-5,-1,0.1,5,97,1,3
O=C(COc1ccc(Cl)cc1)NCc1cn2cc(Cl)ccc2n1,-18,10,6,-3,-3,-0.4,1,103,-2,3
Nc1ccccc1/C=N\N=C/c1ccccc1N,-5,6,2,-11,-1,1.0,-9,95,0,0
COc1ccccc1Nc1nc(N)nc(CN2CC(C)CC(C)C2)n1 (configuration not stated),-2,11,2,3,0,0.2,1,95,5,-2
CS(=O)(=O)N(CC(=O)N/N=C/c1cc2c(cc1Br)OCO2)c1ccccc1Br,-1,2,-2,-5,1,-1.0,-3,91,12,4
CNc1nc(C)nc(-c2ccccc2O)n1,-6,9,-12,-1,7,0.2,3,98,-2,-3
COc1cccc(CNC(=S)Nc2ccc3c(c2)c(=O)n(C)n3Cc2ccccc2)c1,-10,7,9,-5,-7,0.7,0,98,-4,-1
CN(CC(=O)Nc1ccccc1Cl)C(=O)CN1C(=O)C2CC=CCC2C1=O (configuration not stated),-3,9,-8,-3,5,-1.4,3,93,3,13
Cc1ccc(C(O)c2ncc(-c3cccc(C(F)(F)F)c3)[nH]2)cc1 (configuration not stated),-4,-1,-5,-18,-1,0.0,-3,96,14,-3
COc1ccc(NC(=O)CCSc2ccc(F)cc2)cc1,4,-4,0,-9,2,0.1,1,101,-5,-3
COc1ccc(CCN2C(=O)C(O)=C(C(=O)c3ccco3)C2c2cccs2)cc1OC (configuration not stated),0,0,-6,2,-1,-0.1,0,96,0,-1
COc1ccc(NC(=O)Nc2ccc(C(=O)N3CCOCC3)cc2)c(OC)c1,-6,1,-16,-1,1,-1.9,1,102,9,4
O=C(Nc1ccccc1F)c1cc(C(=O)Nc2ccccc2F)cc([N+](=O)[O-])c1,-5,0,16,5,-4,-0.8,5,106,0,3
CCCN(C(=O)Cn1nc(C)c([N+](=O)[O-])c1C)c1c(N)n(Cc2ccccc2)c(=O)[nH]c1=O,-7,5,-7,7,8,1.4,0,101,8,12
COC(=O)C(CCSC)NS(=O)(=O)c1ccc(Cl)cc1 (configuration not stated),-6,16,8,0,-5,-2.1,2,92,2,2
O=C(c1ccc(S(=O)(=O)NCc2ccco2)cc1)N1CCN(Cc2ccccc2F)CC1,-5,-11,3,-1,-7,-0.9,4,98,-7,4
Oc1ccc2ccccc2c1CN1CCCCC1,-6,3,5,-3,1,-1.6,-2,99,-1,4
OC(c1ccc(-c2ccccc2)cc1)c1ncc(-c2ccccc2F)[nH]1 (configuration not stated),-7,1,-4,-15,-6,3.3,3,95,-1,-1
Nc1c(CNCc2nnn(Cc3ccccc3)c2N)nnn1Cc1ccccc1,-3,0,-3,-1,-3,0.2,-1,97,2,0
CCSCCOC(=O)C1=C(C)N(C)C(=O)NC1c1cc(OC)ccc1OC (configuration not stated),/,6,2,-2,2,-1.0,2,95,6,-1
Cc1ccc(NC(=S)NCc2ccc3[nH]c4c(c3c2)CCCC4)cc1,-7,-1,/,-15,-6,-0.2,-12,105,9,6
O=C(CN1CCOCC1)NN=Cc1ccc([N+](=O)[O-])o1,-6,-4,-5,-6,2,-0.6,8,101,1,-3
COC(=O)c1ccc2c(c1)SC1=C(CCCC1=O)N2,/,-11,4,-10,2,-1.4,4,93,-1,-2
Cc1ccccc1C(=O)c1cccn1CC(=O)NCCCN1CCc2ccccc2C1,-7,0,-4,18,-4,-0.7,-2,101,0,4
CC(C)N(C(=O)COC(=O)[C@@H]1CC(O)CN1S(=O)(=O)c1ccc(C(C)(C)C)cc1)C(C)C (some centres not stated),4,-7,-2,1,1,0.9,2,98,14,5
CC1(C)Cc2c(oc3ncn4ncnc4c23)CO1,-2,0,11,-3,4,-1.6,3,93,6,4
Cc1cnc(C(=O)OCC(=O)NCCc2ccccc2)cn1,-4,-1,16,-2,0,-2.1,2,99,110*,7
CCOC(=O)c1c(NC(=O)Nc2ccc(F)cc2)sc2c1CCN(C)C2,11,13,7,10,4,0.8,-1,95,5,-1
CCCC(=O)Nc1ccccc1N1CCN(C(=O)c2ccccc2)CC1,-3,3,4,9,5,1.4,/,97,1,-3
CCOC(=O)C1CCCN(C(=O)CCNC(=O)Cn2ccc3ccccc3c2=O)C1 (configuration not stated),-2,14,-3,10,-2,1.8,0,96,-1,2
Cc1ccccc1C(=O)NCC(=O)O,1,7,1,2,0,-0.7,5,105,4,4
CC(C)C(=O)Nc1ccc(C(=O)NN2C(=O)c3ccccc3C2=O)cc1,-3,-4,9,3,-2,-1.7,-3,91,-2,-5
Cc1ccc(/C=C/C(=O)Nc2cc(S(=O)(=O)N3CCCCCC3)ccc2OCC(F)(F)F)o1,-1,7,-5,5,-5,5.0,-2,100,0,4
Cn1nc([N+](=O)[O-])c2c(-c3nc4ccccc4s3)c(N)n(C3CCCCC3)c2c1=O,-5,1,-7,-4,2,0.7,-4,98,-9,-5
Cc1csc2ncc(C(=O)NCc3ccccn3)c(=O)n12,-4,12,-7,22,-3,0.8,3,97,5,-7
Cn1c(CSc2nc3ccccc3s2)nc2ccccc21,-4,1,7,-6,-1,-3.7,-3,96,-3,0
COC(=O)c1oc(-c2ccccc2)nc1C,-6,0,-5,9,2,0.1,2,93,-5,1
CC(OC(=O)CCc1nc2ccccc2c(=O)[nH]1)C(=O)c1ccc(C(C)(C)C)cc1 (configuration not stated),-18,0,-10,-4,10,0.1,2,95,-2,-6
O=C(Cc1cccc(NC(=O)C2CCCN(C(=O)C3CCC3)C2)c1)Nc1ccc(C(=O)N2CCCCC2)cc1 (configuration not stated),-9,5,1,-7,5,-0.6,0,103,-4,1
CCOC(=O)c1nn(-c2ccccc2)c2nnc(Cc3ccc(Cl)cc3)c(=O)n12,-1,12,1,-5,4,1.5,1,103,0,4
Cc1nnc(NC(=O)CSc2nc3[nH]ncc3c(=O)[nH]2)s1,-4,-3,4,8,3,-2.6,0,103,-2,4
O=C(COC(=O)c1ccc(S(=O)(=O)N2CCCC2)cc1)NCc1cccs1,-7,3,-8,6,5,-1.2,1,100,-2,-1
CCn1nnnc1SCC(=O)Nc1ccc(N(C)C)cc1,-3,12,0,2,7,1.4,0,105,-12,7
O=C(COC(=O)c1ccco1)Nc1ccc2[nH]c(=O)[nH]c2c1,-2,-1,-8,4,4,-0.6,1,96,1,7
CC1(C(=O)NS(=O)(=O)c2ccccc2Cl)CCN1C(=O)C/C=C/c1ccccc1 (configuration not stated),-5,-5,-9,3,2,-0.8,1,104,2,17
On1c(-c2ccc(Cl)cc2Cl)nc2ncccc21,-18,0,3,2,-2,-1.6,2,95,1,5
O=C(NCCN1CCOCC1)C(Sc1ccccc1)c1ccccc1 (configuration not stated),-1,4,3,2,3,-1.7,3,97,5,-6
CC(C)CNS(=O)(=O)c1ccc(CCC(=O)N2CCOCC2)cc1,-5,9,8,-1,3,0.0,1,89,-2,-1
CC1(NC(=O)C23CC4CC(CC(C4)C2)C3)CCS(=O)(=O)C1 (configuration not stated),-9,2,-5,-1,-3,-0.5,2,102,-1,1

# Sorted by formula weight (rising): part of the list above
SMILES,CaV13 FRET inh,MC4R antag cAMP,PDI inh,H9c2 protect,m5-HT2A agonist,MC4R ag barr,N-glyco inh,ABCB6 inh 2,Granule exo inh,ABHD5 PLIN5 PPI
O=C(CN1CCOCC1)NN=Cc1ccc([N+](=O)[O-])o1,-6,-4,-5,-6,2,-0.6,8,101,1,-3
Cc1csc2ncc(C(=O)NCc3ccccn3)c(=O)n12,-4,12,-7,22,-3,0.8,3,97,5,-7
COc1ccc(C(=NNc2ccccc2C(=O)O)c2ccc(OC)cc2)cc1,-16,0,-3,-6,2,-2.2,-2,98,-1,-5
CCOC(=O)c1c(NC(=O)Nc2ccc(F)cc2)sc2c1CCN(C)C2,11,13,7,10,4,0.8,-1,95,5,-1
CCOC(=O)C1CCCN(C(=O)CCNC(=O)Cn2ccc3ccccc3c2=O)C1 (configuration not stated),-2,14,-3,10,-2,1.8,0,96,-1,2
CC(C)N(C(=O)COC(=O)[C@@H]1CC(O)CN1S(=O)(=O)c1ccc(C(C)(C)C)cc1)C(C)C (some centres not stated),4,-7,-2,1,1,0.9,2,98,14,5

# Screens from PubChem.
